# Screening data: PubChem BioAssay, National Center for Advancing Translational Sciences (NCATS)
# GALK inhibitor: galactokinase (human) inhibition; P51570; Potency, µM (titrated, usually from 57.5 µM), inactives show at the top dose activity change, negative = inhibition, usual class: inhibitors; Purified GALK, Kinase-Glo residual ATP luminescence; hit rate 0.007% among 270,000; AID 1868; note: potency is the fitted concentration of half-maximal effect; % is set by controls: 0 for no effect and ±100 for the full control effect
#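 5 nM enzyme, 35 uM ATP, 100 uM galactose, 20 mM HEPES pH8.0, 5 mM MgCl2; 1 h RT; residual ATP by Kinase-Glo Plus luminescence, qHTS format.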
# Giardia kill: Giardia lamblia killing | Giardia lamblia trophozoite viability | activity change, % at 7.66 µM, hits read low | hit rate 0.15% among 340,000 | AID 540267; in the data active = activity change below about -80%; inconclusive = between about -30% and that limit;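 note: parasites exposed to compound for two days anaerobically before the ATP read; % is set by controls: 0 for no effect and ±100 for the full control effect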
#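 Compounds were tested on trophozoites seeded at 100 cells/well and held 48 hrs at 37 deg C anaerobically. An ATP-based luminescent kit measured the remaining live cells.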
# AT treatment: potential ataxia-telangiectasia treatment | Potency, µM (series often up to 57.5 µM), for inactives: at the top dose activation, most hits filed as activators | hit rate 0.19% among 320,000 | […] A-T fibroblasts, KAP-1 phosphorylation AlphaLISA; neocarzinostatin DNA damage 30 min before lysis; note: potency is the fitted concentration of half-maximal effect; % of control where 0% means no effect; nearly all actives have a fitted effect of over 45% in size
#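 hTERT-immortalized A-T patient fibroblasts ([…]), 500 cells/well in OPTI-MEM, 1% FBS, got compounds for 60 min, then NCS for 30 min at 37C. Lysates were then assayed for phospho-KAP-1 by AlphaLISA (anti-pKAP1 donor, anti-KAP1 acceptor beads), 6 hr at 25C.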
# Tb PFK block: blocks T. brucei phosphofructokinase | hit rate 0.17% among 330,000 | T. brucei PFK, ADP-Glo luminescence | Potency, µM (series often up to 57.5 µM), inactives show at the top dose activity, negative = inhibition, hits mostly inhibitors | O15648;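 note: potency is the fitted concentration of half-maximal effect; 0% = uninhibited 1x PFK enzyme wells and -100% = no-enzyme wells; nearly all actives have a fitted effect of over 60% in size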
#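 Activity is normalized to no-enzyme wells (full inhibition) and 1.25 nM enzyme wells (no inhibition). Reaction: 0.5 mM F6P, 0.1 mM ATP, 45 min RT, ADP-Glo luminescence; concentration-response curves fitted and classed by quality.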
# CXXC DNA block: inhibitors of human MLL CXXC domain-DNA interaction; Q03164; MLL-CXXC / FITC-HOXA9 DNA fluorescence polarization; Potency, µM (series often up to 115 µM), without a hit: at the highest dose activity change, negative = inhibition, hits mostly inhibitors; hit rate 0.037% among 290,000; AID 2662; active = well fitted inhibition curve with a large enough effect in the polarisation, with a control signal flat, not every such curve was filed as active; inconclusive = small, poorly fitted or top-dose-only effect, or effect the other way, or a change in a side signal; inactive = no such curve, though single readings can be large or run the other way; the % refers to the polarisation; note: potency is the fitted concentration of half-maximal effect
#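 Fluorescence polarization: 7 uM MLL-CXXC (stock) preincubated 5 min with compounds, then 50 nM fluorescein-HOX-A9 DNA (stock) added; 30 min ambient. Buffer 50 mM Tris-HCl pH 7.5, 50 mM NaCl, 1 mM DTT, 0.05% BSA.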
# TSHR antagonist: blocks TSH signaling through the human TSH receptor; TSHR-expressing cells, TSH-stimulated cAMP HTRF, 2 h; active compounds read low; hit rate 0.2% among 330,000; P16473; activity change, negative = inhibition, % at 11.5 µM;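 active = activity change below a set negative limit, meaning inhibition stronger than a set level, cut at about -70% in these data; inconclusive = activity change between two set negative limits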; note: % is set by controls: 0 for no effect and ±100 for the full control effect
#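 TSHR-expressing cells, 200/well, pre-treated with compound, then stimulated with EC80 TSH (4nM final) for 2 hours at 37 deg C. cAMP measured by competitive HTRF: anti-cAMP cryptate antibody in lysis buffer plus cAMP-d2, read after 30 minutes at room temperature.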
# hERG WT inh: KCNH2 (human, wildtype) channel inhibition; Q12809; U2OS, BacMam KCNH2, thallium flux FluxOr; active compounds read low; activity change, % at 1.84 µM; hit rate 0.37% among 340,000; AID 720551;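 active = maximum activity change below -70%; inconclusive = maximum activity change between -70% and -50%; inactive = maximum activity change above -50%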; note: % is set by controls: 0 for no effect and ±100 for the full control effect
#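 U2OS cells transduced with wild-type KCNH2 virus are loaded with FluxOr dye for 45 min, and thallium flux is measured in kinetic reads before and after stimulation buffer. Rate constants are normalized to DMSO controls.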
# Chronic BCR inh: blocks chronic active B-cell receptor signaling. ABC-DLBCL IkBa-CBG/CBR reporter, luminescence ratio, 4 h. Potency, µM (titrated, usually from 46.1 µM), for inactives: at the highest dose ratio change, negative = lower green/red ratio, usual class: inhibitors. hit rate 0.05% among 340,000; active = well fitted inhibition curve with a large enough effect in the signal ratio, with a control signal flat, not every such curve was filed as active; inconclusive = small, poorly fitted or top-dose-only effect, or effect the other way, or a change in a side signal; the % refers to the signal ratio;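 note: potency is the fitted concentration of half-maximal effect; plate controls were basal doxycycline-induced cells for no effect and cells given 10 µM MG132 for full effect; MG132 reads +100%, hits lower the ratio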
#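 Cell line TMD8 (human ABC DLBCL), stably expressing tet-inducible CBG68-IkBa fusion and CBR; IMDM/0.5% FBS; cpd up to 46 uM; dox induction, 4 h, 37C/5% CO2; dual luminescence; green/red ratio; MG132 control.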
# TCR activator: activators of T cell receptors; primary human leukocytes, anti-CD3, IL-2 HTRF, 48 h; Potency, µM (doses to about 9.22 µM), inactives show at the top dose activation of IL-2 secretion, usual class: activators; 330,000 tested, under 10 active; note: % of control where 0% means no effect
#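 Primary human leukocytes incubated 48 hr with anti-CD3 beads plus compound, without co-stimulation. Secreted IL-2 measured by HTRF (europium cryptate/d2 anti-IL-2 pair, 320 nm excitation, 665 nm emission).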
# Coupling enz: counter-screen for Giardia aldolase inhibitors: coupling enzyme system | coupling enzyme system counterscreen, AmpLite Red fluorescence | activity change, negative = inhibition, % at 58.2 µM, hits read low | hit rate 0.67% among 290,000; in the data active = activity change below about -30%; note: % is set by controls: 0 for no effect and ±100 for the full control effect
#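 Compounds tested against the coupling enzymes alone at 57.5 uM final; readout was AmpLite Red fluorescence (525/598 nm) after 20 min at RT.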
# Active calls of the source: *; i = inactive; ? = inconclusive; · = not tested or not shown; [ ] = remark or other dose. Unless noted, calls come from the whole dose curve; as a rule, active = well fitted curve in the direction sought with a large enough effect; inconclusive = small, poorly fitted or top-dose-only effect, or another doubt; inactive = no such curve, though single readings can be large; an effect the other way counts as inactive or inconclusive.
entry	SMILES	GALK inhibitor	Giardia kill	AT treatment	Tb PFK block	CXXC DNA block
1	Cc1ccc(S(=O)(=O)NCCCCCC(=O)Nc2c(C)n(C)n(-c3ccccc3)c2=O)cc1	-1%	26	-3%	2%	0%
2	COc1cccc(CNC(=S)Nc2ccc(Cl)cc2C)c1	-3%	9	3%	1%	-11%
3	CC(=O)Nc1cccc(C(=O)N/N=C/c2ccc(C)o2)c1	-3%	2	-1%	1%	2%
4	COc1ccc(C(=O)Nc2ccc(S(=O)(=O)Nc3nccc(C)n3)cc2)cc1[N+](=O)[O-]	0%	5	-4%	-2%	-7%
5	COc1cc2cc(CN(CCc3ccccc3C)C(=S)NCCCN3CCOCC3)c(=O)[nH]c2cc1OC	2%	-15	12%	-3%	-6%
6	CC(=O)Nc1ccc(S(=O)(=O)NNC2=NS(=O)(=O)c3ccccc32)cc1	-2%	33[activator]	-1%	2%	0%
7	N#Cc1ccccc1S(=O)(=O)N1CCN(C(=O)c2ccc(-n3cncn3)c([N+](=O)[O-])c2)CC1	·	-20	3%	-3%	·
8	Cc1ccc(OC(F)F)c(NC(=O)Nc2ccc3c(c2)OCO3)c1	1%	-17	-2%	-10%	19%
9	COc1ccc2[nH]c(=O)c(CNc3ccc(C)c(C)c3)cc2c1	-1%	-25	0%	9%	-4%
10	CCCCn1c(N)c(NCCC)c(=O)[nH]c1=O	-2%	15	-5%	4%	-14%

entry	TSHR antagonist	hERG WT inh	Chronic BCR inh	TCR activator	Coupling enz
1	-1	-5	1%	-7%	-1
2	-3	-3	-2%	·	-1
3	6	7	?	0%	-2
4	-1	-2	9%	·	5
5	20	12	3%	-2%	2
6	1	i	-18%	6%	14
7	0	22	8%	-5%	·
8	-11	5	1%	5%	-2
9	4	-3	-2%	-4%	-20
10	23	0	2%	6%[46.1 µM]	0

# The results go on:
entry	SMILES	GALK inhibitor	Giardia kill	AT treatment	Tb PFK block	CXXC DNA block
11	COc1ccc(-c2nn(-c3ccccc3)cc2C(=O)Nc2cccc(S(=O)(=O)NC3=NCCC3)c2)cc1	·	-5	-2%	9%	·
12	Cc1nn(-c2ccc(N3CCCCC3)nn2)c(C)c1CCC(=O)Nc1cc(F)ccc1F	-4%	-20	16%	-2%	-2%
13	CC(Oc1ccc(Br)cc1Cl)C(=O)Nc1ccncc1 (configuration not stated)	2%	-4	-1%	0%	-6%
14	O=C(NCCNC1CCC(c2ccccc2)CC1)c1ccc(F)cc1 (configuration not stated)	0%	7	-5%	4%	6%
15	CN(C(=O)COC(=O)CCC1CCCCC1)c1c(N)n(Cc2ccccc2)c(=O)[nH]c1=O	·	-9	-3%	16%	·
16	O=C(O)/C=C/C(=O)NCCC(c1ccccc1)c1ccccc1	1%	-2	-7%	-7%	-9%
17	Cc1ccc(-n2c(C)cc(/C=N/NC(=O)CC3(C)OCCO3)c2C)cc1	-1%	14	1%	0%	-7%
18	Clc1ccc(-c2nnc3n2CCCC3)cc1	0%	-7	2%	0%	-6%
19	COc1ccc(S(=O)(=O)NCC(c2ccc(F)cc2)N2CCOCC2)cc1Br (configuration not stated)	·	-5	-4%	4%	·
20	CC(C)CN1CCN(Cc2ccc(Oc3ncccn3)cc2)CC1CCO (configuration not stated)	-1%	18	-2%	3%	-3%

entry	TSHR antagonist	hERG WT inh	Chronic BCR inh	TCR activator	Coupling enz
11	0	-1	-1%	6%	·
12	-6	0	8%	8%	1
13	-16	-10	-13%	3%	0
14	15	12	?	3%	4
15	2	-10	5%	2%	·
16	3	10	15%	1%	13
17	-2	4	?	2%[46.1 µM]	-5
18	23	0	-6%	13%	2
19	6	3	-14%	2%	·
20	-5	2	-4%	3%	3

# Entries of single compounds as entered above. Order of screens: GALK inhibitor | Giardia kill | AT treatment | Tb PFK block | CXXC DNA block | TSHR antagonist | hERG WT inh | Chronic BCR inh | TCR activator | Coupling enz
# Clc1ccc(-c2nnc3n2CCCC3)cc1 in the list: 0% | -7 | 2% | 0% | -6% | 23 | 0 | -6% | 13% | 2
# Cc1ccc(-n2c(C)cc(/C=N/NC(=O)CC3(C)OCCO3)c2C)cc1 in the list: -1% | 14 | 1% | 0% | -7% | -2 | 4 | ? | 2%[46.1 µM] | -5
# Cc1nn(-c2ccc(N3CCCCC3)nn2)c(C)c1CCC(=O)Nc1cc(F)ccc1F in the list: -4% | -20 | 16% | -2% | -2% | -6 | 0 | 8% | 8% | 1
# COc1ccc(-c2nn(-c3ccccc3)cc2C(=O)Nc2cccc(S(=O)(=O)NC3=NCCC3)c2)cc1 in the list: · | -5 | -2% | 9% | · | 0 | -1 | -1% | 6% | ·
# O=C(O)/C=C/C(=O)NCCC(c1ccccc1)c1ccccc1 in the list: 1% | -2 | -7% | -7% | -9% | 3 | 10 | 15% | 1% | 13

# Next part
entry	SMILES	GALK inhibitor	Giardia kill	AT treatment	Tb PFK block	CXXC DNA block
21	Cc1ccc(S(=O)(=O)CCC(=O)NCCc2ccccc2)cc1	·	-24	3%	-1%	6%
22	COc1ccc2[nH]c3c(c2c1)CCN1C(=O)C(CC(=O)NC(C)(C)C)C[C@H](C(=O)N(C(C)C)C(C)C)[C@@]31C (some centres not stated)	·	6	-16%	0%	·
23	O=C(Nc1cc(-c2nc3ncccc3o2)ccc1Cl)c1ccco1	7%	-7	-8%	-3%	21%
24	CC(C)c1ccccc1OCC(=O)N(C)CC(=O)Nc1ccc(F)cc1	·	-10	4%	1%	·
25	COc1ccc(C(=O)COC(=O)c2ccccc2C(=O)N(C)c2ccccc2)c(OC)c1	·	-2	-16%	-2%	·
26	CC(C)N=C(NC#N)SCC(=O)NC(C)(C)C	-1%	-14	12%	5%	-8%
27	Cn1c(Cl)nc2ccccc21	0%	-14	-1%	2%	1%
28	Cc1ccc(-c2cc(C(=O)Nc3ccccc3C)c3ccccc3n2)o1	0%	-6	-1%	?	-3%
29	O=C(CCc1nnc(-c2ccc3c(c2)OCO3)o1)NCCc1ccccc1F	4%	21	-6%	-2%	-7%
30	COc1ccc(C2=NOC(C(=O)Nc3cc(C)on3)C2)cc1OC (configuration not stated)	·	4	8%	-3%	-10%

entry	TSHR antagonist	hERG WT inh	Chronic BCR inh	TCR activator	Coupling enz
21	0	2	3%	-8%	1
22	0	6	-2%	-10%[46.1 µM]	·
23	2	2	-10%	8%	·
24	-12	-19	-12%	-178%	·
25	6	6	-7%	-5%	·
26	-3	5	-1%	-3%	0
27	-5	4	-12%	-2%	2
28	-5	2	?	5%[46.1 µM]	1
29	0	-12	-6%	2%	-3
30	2	0	-19%	8%	-7

# The listing continues:
entry	SMILES	GALK inhibitor	Giardia kill	AT treatment	Tb PFK block	CXXC DNA block
31	O=C(NC1CCCCCCC1)c1cc(F)c(F)cc1Cl	2%	25	1%	-6%	-12%
32	Cc1nnnn1/C(=C\c1ccccc1)C(=O)OCC(=O)NC1CCCCC1	·	10	?	5%	·
33	NC(=O)c1ccc(NC(=O)COC(=O)CC23CC4CC(CC(Br)(C4)C2)C3)cc1	·	14	-5%	-1%	·
34	COc1ccc(S(=O)(=O)N2CCCCCC2)cc1NC(=O)Cc1ccccc1	10%	0	-2%	5%	6%
35	CN(c1ccccc1C(=O)N1CCCC1)S(C)(=O)=O	0%	5	-11%	-13%	1%
36	O=C(OCc1nnc(-c2ccccc2)o1)c1cc(=O)c2ccccc2o1	1%	9	-4%	1%	8%
37	COCCNC(=S)N1CCc2cc(OC)c(OC)cc2C1COc1ccc(C(C)C)cc1 (configuration not stated)	0%	2	11%	-3%	1%
38	CCOC(=O)C(C)On1c(SC(C)C(=O)OCC)nc2ccccc2c1=O (configuration not stated)	-1%	-2	0%	3%	-7%
39	Cc1ccc(-c2noc(-c3ccno3)n2)cc1	-3%	-19	16%	1%	3%
40	CC(=O)Nc1ccc(NC(=O)CSc2nnc(NC(=O)Cc3ccc(F)cc3)s2)cc1	-2%	37[activator]	-1%	3%	13%
41	COc1ccc(-c2sc3cc4c(cc3c2-c2ccc(OCCN3CCCCC3)cc2)OCO4)cc1	·	14	-13%	4%	·

entry	TSHR antagonist	hERG WT inh	Chronic BCR inh	TCR activator	Coupling enz
31	-3	8	5%	10%	3
32	10	16	?	-3%	·
33	-7	11	?	1%[46.1 µM]	·
34	-1	2	-5%	·	1
35	3	0	6%	0%	-2
36	-4	-5	?	-2%	1
37	-10	2	5%	-1%[46.1 µM]	-5
38	-9	0	9%	-9%[46.1 µM]	0
39	-6	4	?	2%	-1
40	-11	-10	-19%	-1%	·
41	20	-1	-1%	5%[46.1 µM]	·
